RGS4 block: RGS4 inhibitors, primary screen, cell-based, HEK293 M3R inducible RGS4, calcium flux | Fluo-4 calcium flux; active compounds read high; triggered by carbachol at its EC20 | B-score at 10 µM | hit rate 0.45% among 310,000 | Regulator of G-protein signaling 4 (Homo sapiens), P49798 | AID 463165, 2010;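 active = B-score, a plate-corrected calcium signal, over three deviations above library mean, with baseline fluorescence within five deviations of library mean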;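 note: RGS4 expression induced by doxycycline in cells with stable M3 receptor; B-score is computed from the integrated fluorescence ratio over baseline after carbachol; higher B-score means a larger calcium signal and so more RGS4 inhibition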
Target sequence (P49798 whole entry, looked up): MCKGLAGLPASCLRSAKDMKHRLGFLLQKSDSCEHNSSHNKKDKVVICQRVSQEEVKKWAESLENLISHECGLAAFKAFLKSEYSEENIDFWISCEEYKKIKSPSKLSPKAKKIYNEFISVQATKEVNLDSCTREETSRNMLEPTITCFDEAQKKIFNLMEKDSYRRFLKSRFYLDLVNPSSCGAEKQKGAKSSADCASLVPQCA
Platelet DG rel: inhibitors of platelet dense granule secretion, primary screen, cell-based, MLPCN, human platelets; human platelet-rich plasma, SFLLRN dense granule ATP release, luminescence; inhibition, %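 (compounds screened at 7.5 µM in platelet-rich plasma)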; hit rate 0.22% among 300,000; AID 1663, 2009;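 active = mean replicate score, as percent of positive control, at or above 50; inconclusive = mean below 50 but at least one replicate at or above 50; inactive = mean and every replicate below 50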
MrgX1 antagonist: antagonists of human MrgX1 receptor, primary screen, HEK293 cells, Fluo-4 calcium flux; BAM8-22 antagonism; active compounds read low; B-score at 10 µM; hit rate 1.3% among 310,000;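 active = calcium-response B-score plate-corrected more than 3 library SD below zero, starting fluorescence within 5 deviations, no agonist response on first addition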;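 note: peak minus trough fluorescence over baseline after final BAM8-22 challenge near maximal dose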
Target sequence (Q96LB2 whole entry, looked up): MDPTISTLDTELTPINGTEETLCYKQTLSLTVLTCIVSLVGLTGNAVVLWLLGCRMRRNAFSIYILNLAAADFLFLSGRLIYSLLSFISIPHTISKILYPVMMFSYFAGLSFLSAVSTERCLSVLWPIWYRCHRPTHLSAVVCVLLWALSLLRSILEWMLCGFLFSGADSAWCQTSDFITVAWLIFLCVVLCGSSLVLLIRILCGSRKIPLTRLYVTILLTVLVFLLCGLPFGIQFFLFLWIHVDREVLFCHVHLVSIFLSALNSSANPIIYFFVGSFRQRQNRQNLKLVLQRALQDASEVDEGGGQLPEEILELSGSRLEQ
RGS4 pot: RGS4 potentiators or activators, primary screen, cell-based, HEK293 M3R inducible RGS4, calcium flux | AID 463111, 2010 | carbachol calcium flux Fluo4; active compounds read low | B-score at 10 µM | hit rate 0.92% among 310,000;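 active = B-score of the integrated calcium signal more than 4 SD below the library mean, with starting fluorescence not abnormally high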;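 note: negative B-score means reduced calcium response which marks RGS4 activation or potentiation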
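Assay system: Inducible-RGS4 HEK293 cells carrying M3 receptor | Schedule: Compound preincubation 20 min at room temperature before agonist | Signal: Kinetic calcium fluorescence imaging with Fluo4-AM dye, 2 µM | Read-out basis: B score from integrated fluorescence ratio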
TRPC6 activator: mouse TRPC6 channel activators, primary screen, cell-based, HEK293, membrane potential dye. Short transient receptor potential channel 6 (Mus musculus), Q61143. HEK293-TRPC6 membrane potential dye fluorescence; active compounds read high. B-score at 10 µM. hit rate 0.13% among 310,000. AID 2550, 2010;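 active = B-score of the integrated fluorescence ratio above library mean plus 3 SD, and starting fluorescence ratio within library mean plus 5 SD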;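 note: higher score means more depolarization so channel activation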
HIF act: HIF pathway transcriptional activators, primary screen, cell-based, U2OS HRE-luciferase, luminescence. AID 1910, 2009. hit rate 0.32% among 300,000. activation, % at 7.5 µM (by protocol). U2OS HRE-luciferase reporter; normalized: DMSO 0%, desferrioxamine 100%;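 active = mean activation of at least 10% of the iron chelator positive control signal, with at least half of replicates also reaching 10%; inconclusive = mean and replicate majority disagree about reaching 10%; inactive = mean and most replicates under 10%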
SKKanGAS inh: S. pyogenes SKKanGAS growth inhibitors in kanamycin, primary screen, streptokinase expression inhibitor project, SKKanGAS strain, BacTiter-Glo luminescence; 6 h; inhibition, % at 7.5 µM; hit rate 1.3% among 300,000; AID 1662, 2009;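 active = mean replicate score, as percent of positive control median, at least 50; inconclusive = mean below 50 but one replicate at or above 50; inactive = mean and every replicate below 50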;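 note: strain carries kanamycin resistance gene driven by streptokinase promoter and grows in 40 µg/ml kanamycin; loss of luminescence reflects streptokinase promoter inhibition or plain growth inhibition; 0% = median of DMSO wells and 100% = positive control at its reference dose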
TRPC4 inh: inhibitors of mouse TRPC4 channel, primary screen, Fluo4 calcium, HEK293 TRPC4beta/mu-opioid cells; B-score at 10 µM; AID 2247, 2010; DAMGO-evoked Fluo4 calcium flux; active compounds read low; hit rate 0.39% among 300,000;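 active = B-score over 3 SD under the library average, no early fluorescence shift, positive overall ratio signal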
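Assay system: HEK293 cells with stable TRPC4beta plus mu-opioid receptor expression. Dosing: single dose. Measured by: Fluo4 Ca2+ flux fluorescence. Also added: DAMGO in two steps, submaximal then maximal. Read-out: B score from integrated Fluo4 fluorescence ratio.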
TRPC6 inhibitor: mouse TRPC6 channel inhibitors, primary screen, cell-based, HEK293, membrane potential dye. Short transient receptor potential channel 6 (Mus musculus), Q61143. ACh-evoked depolarization; active compounds read low. B-score at 10 µM. hit rate 1.1% among 310,000;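 active = B-score under library mean minus 3 SD, initial fluorescence not abnormally high, positive integrated signal ratio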;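 note: B-score derived from integrated fluorescence ratio over the kinetic read; more negative B-score means stronger inhibition of depolarization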
MrgX1 PAM: positive allosteric modulators of MrgX1, primary screen, HEK293 cells, Fluo-4 calcium flux; Mas-related G-protein coupled receptor member X1 (Homo sapiens), Q96LB2; FDSS; active compounds read high; B-score at 10 µM; hit rate 0.63% among 310,000; AID 588675, 2011;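 active = plate-corrected calcium response at least 3 library SD above typical, normal starting fluorescence, not activating the receptor alone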;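 note: compound read alongside a low EC10 to EC30 dose of BAM8-22 agonist; peak minus trough fluorescence over baseline measured at the second addition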
MrgX1 agonist: agonists of human MrgX1 receptor, primary screen, HEK293 cells, Fluo-4 calcium flux; Mas-related G-protein coupled receptor member X1 (Homo sapiens), Q96LB2; B-score at 10 µM; hit rate 0.44% among 310,000; Fluo-4 calcium fluorescence, agonist mode; active compounds read high;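 active = calcium response B-score plate-corrected fluorescence ratio at least 3 library SD, with starting fluorescence B-score inside 5 SD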
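System – MrgX1-expressing HEK293 cells · Incubation – cells plated overnight, dye loaded 0.5 h 37 °C, 0.5 h room temperature · Technique – kinetic Fluo-4 NW fluorescence of intracellular calcium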
* = called active by the depositor; i = inactive; ? = inconclusive; / = not tested or not shown; & = joins results of further samples.

SMILES | TRPC6 inhibitor | HIF act | RGS4 pot | TRPC6 activator | RGS4 block | MrgX1 agonist | MrgX1 antagonist | MrgX1 PAM | Platelet DG rel | TRPC4 inh | SKKanGAS inh
O=C1CCC(C(=O)N2CCSCC2)CN1CCc1ccccc1 (stereo not drawn) | i | -0.2 | i | i | i | i | i | i | 2 | i | -2
CCOc1ccc(Nc2nc(-c3cccnc3)cs2)cc1 | i | 6.5 | i | i | i | i | i | i | 4 | i | -2
COc1cccc(C(=O)NC2(C(F)(F)F)N=C3SCCN3C2=O)c1 (stereo not drawn) | i | -0.3 | i | i | i | i | i | i | 8 | i | 3
CC(=O)N1CCN(c2ccccc2NC(=O)c2ccco2)CC1 | i | -0.3 | i | i | i | i | i | i | -8 | i | 2
CC(C)Cc1nnc(NC(=O)C2CCN(C(=O)c3ccc(F)cc3)CC2)s1 | i | -0.1 | i | i | i | i | i | i | 6 | i | 17
CCN(CC)CCCN=Cc1c(O)n(Cc2ccccc2)c(=O)c2ccccc12 | i | 0.8 | i | i | i | i | i | i | 4 | i | -1
CCOc1ccccc1N1CCN(C(=O)c2cc(-c3cccnc3)nc3c(Cl)cccc23)CC1 | i | 2.8 | i | i | i | i | -5.8* | i | -7 | i | 33
COc1cc2ccccc2cc1C(=O)Nc1ccc(N2CCN(C)CC2)cc1 | -5.5* | 1.3 | i | i | i | i | i | i | -6 | i | -15
O=C(Nc1cccc2nsnc12)c1cccs1 | i | 5.3&3.1 | i | i | i | i | i | i | 3&-4 | i | -3&4
O=C(N1CCOCC1)N1c2ccccc2Sc2ccccc21 | i | 0.1 | i | i | i | i | i | i | -1 | i | 7
CC(C(=O)Nc1ccc(S(=O)(=O)N2CCOCC2)cc1)N1CCN(c2ccccn2)CC1 (stereo not drawn) | i | -0.4 | i | i | i | i | i | i | -8 | i | -3
Cn1c(N)c(C(c2ccccc2)c2c(N)n(C)c(=O)n(C)c2=O)c(=O)n(C)c1=O | i | 0.1 | i | i | i | i | i | i | -7 | i | -9
COc1ccc(-c2noc3c2-c2nc(-c4ccccc4C)sc2CC3)cc1 | i | 3.2 | i | i | i | i | i | i | 2 | i | 0
CCOc1ccc(NC(=O)CNS(=O)(=O)c2c(C)cc(C)cc2C)cc1 | i | 0.2 | i | i | i | i | i | i | -1 | i | -1
O=C1c2ccccc2C(=O)N1CCCc1nc(-c2ccccn2)no1 | -5* | 0.2 | i | i | i | i | i | i | -4 | i | 0
O=C(Cc1ccon1)c1ccc(O)cc1O | i | -0.7 | i | i | i | i | i | i | 1 | i | 5
COc1cc(NC(=O)CSc2nccc(=O)[nH]2)c(C)cc1[N+](=O)[O-] | i | -0.3 | i | i | i | i | i | i | 2 | i | 10
Cc1ccc(CNC(=O)CSc2ccc(-c3ccccn3)nn2)cc1 | i | 0.2 | i | i | i | i | i | i | -2 | i | -5
O=C(NCCNC(=O)C1CC2CCC1C2)C1CC2CCC1C2 (stereo not drawn) | i | -0.3 | i | i | i | i | i | i | 0 | i | -7
CN(CCOc1ccccc1)CC(=O)Nc1ccc([N+](=O)[O-])cc1Cl | i | 0.0 | i | i | i | i | i | i | -6 | i | 13
O=C(NNc1cccc(Cl)n1)c1cccnc1Cl | i | 0.1 | i | i | i | i | i | i | -9 | i | -2
CC(C)N(C(=O)CSc1nc2c([nH]1)c(=O)n(C)c(=O)n2C)c1ccccc1 | i | -0.2 | i | i | i | i | i | i | -12 | i | -2
CCOC(=O)c1c(S(=O)(=O)NCC(=O)NCc2cccc(C)c2)c(C)n(C)c1C | i | -0.6 | i | i | i | i | i | i | -14 | i | 4
C=CCN(c1ccccc1)S(=O)(=O)c1cccc(C(=O)N2CCCC2)c1 | i | 0.1 | i | i | i | i | i | i | 4 | i | 4
Cn1cccc1/C=N/N1CCN(c2ccccn2)CC1 | i | -2.4 | i | i | i | i | i | i | -11 | i | 3
Cc1cc(/C=C2\NC(=S)N(C)C2=O)ccc1N1CCCC1 | i | 1.0 | i | 34* | i | 91* | i | i | 2 | i | 17
COc1ccc(C/C(N)=N/OC(=O)C(c2ccccc2)c2ccccc2)cc1OC | i | 0.1 | i | i | i | i | i | i | 11 | i | -11
CCOC(=O)c1cnc(C(C)(C)C)[nH]c1=O | i | 0.2 | i | i | i | i | i | i | 1 | i | 0
COc1cc(-c2c(-c3cccc(C)c3)oc3ccccc23)cc(OC)c1OC | i | -1.0 | i | i | i | i | i | i | 1 | i | 17
CCN1CCC2(CC1)C(C#N)=C(N)Oc1c2sc2nc(C)cc(C)c12 | i | 0.6 | i | i | i | i | i | i | 15 | i | 5
COc1ccc(N(CC(=O)NCCOc2ccccc2)S(=O)(=O)c2ccc(C)cc2)cc1 | i | -0.3 | i | i | i | i | i | i | -5 | i | -2
Cc1ccccc1N1CCN(C2CCCN(C(=O)CCc3c(C)noc3C)C2)CC1 (stereo not drawn) | i | 0.2 | i | i | i | i | i | i | 2 | i | 4
COc1cccc(CC(=O)N2CCCC(CO)(Cc3ccc(F)cc3F)C2)c1 (stereo not drawn) | i | -59 | i | i | i | i | i | i | -28 | i | 0
COc1ccc(Nc2nc3c(C)cccn3c(=O)c2C=O)cc1 | i | -0.3 | i | i | i | / | / | / | -3 | i | -5
N/C(=N\OC(=O)c1ccco1)c1ccccc1 | i | 1.2 | i | i | i | i | i | i | 3 | i | -26
CN(C)C(=O)C1C2NC(=S)N(c3cccc(Cl)c3)C1(C)Oc1ccc(Cl)cc12 (stereo not drawn) | i | 1.3 | i | i | i | i | i | i | 2 | i | 2
CNC(=O)CC1C(=O)N(c2ccc(Cl)cc2)C(=S)N1NC(=O)c1cccc(F)c1 (stereo not drawn) | i | 0.3 | i | i | i | i | i | i | 2 | i | 7
NCCCC[C@@H]1NC(=O)c2cc([N+](=O)[O-])cc(I)c2SC[C@@H](C(=O)NCC(N)=O)NC(=O)CNC1=O | i | -0.6 | i | i | i | i | i | i | 5 | i | 1
CCOC(=O)C1=C(C)N=C2SC(CC)C(=O)N2C1c1cccc(F)c1 (stereo not drawn) | i | 0.1 | i | i | i | i | i | i | -20 | i | 4
CC1(C)Oc2ccc(C(=O)NC3CCCC3)cc2N(CC(=O)NC2CCCC2)C1=O | i | -0.2 | i | i | i | i | i | i | -8 | i | -15
CC(C)CCN1CCN(Cc2cccc(-n3cccn3)c2)CC1CCO (stereo not drawn) | i | -0.8 | i | i | i | i | i | i | -4 | i | -7
COc1ccc(OCCCC(=O)OC(C)C(=O)Nc2cccc(C(C)=O)c2)cc1 (stereo not drawn) | i | 0.0 | i | i | i | i | i | i | -7 | i | -7
CCOC(=O)[C@H](O)[C@@H](O)c1cccc([C@H](O)[C@@H](O)C(=O)OCC)c1 | i | 0.2 | i | i | i | i | i | i | -14 | i | 2
O=C(O)c1ccccc1NSc1ccccc1[N+](=O)[O-] | i | -0.2 | i | i | i | i | i | i | -4 | i | 9
O=C(Nc1cccnc1)c1cccnc1Cl | i | 0.2 | i | i | i | i | i | i | -2 | i | 2
COc1ccc(NC(=O)c2c[nH]c(=O)n(-c3ccc(C)c(C)c3)c2=O)cc1OC | i | -0.3 | i | i | i | i | i | i | -5 | i | -1
Cc1ccc(CSCC(=O)N(C)CC(=O)Nc2ccccc2C(F)(F)F)cc1 | i | 0.0 | i | i | i | i | i | i | -2 | i | 3
CCCN(Cc1ccccc1)S(=O)(=O)c1ccc(N2C(=O)CCC2=O)cc1 | i | 0.1 | i | i | i | i | i | i | -1 | i | 8
COc1ccc2nc(SCCOC(=O)Nc3ccc(Cl)cc3)nc(C)c2c1 | i | 0.4 | i | i | i | i | i | i | 10 | i | 1
COC(=O)C1=NNC2(c3ccc(C)cc3)C(=O)N(c3cccc(C)c3C)C(=O)C12 (stereo not drawn) | i | 0.1 | i | i | i | i | i | i | 16 | i | -4
O=C(NC1CCSc2ccccc21)c1cccc([N+](=O)[O-])c1 (stereo not drawn) | i | 0.7 | i | i | i | i | i | i | -6 | i | 4
COc1cc(C2C=C(C34CC5CC(CC(C5)C3)C4)NC(=S)N2)cc(OC)c1OC (stereo not drawn) | i | 0.0 | i | i | i | i | i | i | -1 | i | 14
CC(=O)C1C(=O)C=C(c2cccs2)CC1c1ccccc1 (stereo not drawn) | i | -0.3 | i | i | i | i | i | i | -3 | i | 9
COc1ccc(S(=O)(=O)C(C#N)c2nc3ccccc3nc2N2CCCCC2)cc1 (stereo not drawn) | i | -0.1 | i | i | i | i | i | i | -1 | i | 14
N#Cc1c(-c2ccccc2)nc(SCc2cccc(Cl)c2)[nH]c1=O | i | -0.1 | i | i | i | i | i | i | -6 | i | ?
C=CCN(c1ccccc1OC)S(=O)(=O)c1cccc(C(=O)OCC(=O)c2c[nH]c3ccccc23)c1 | i | -0.5 | i | i | i | i | i | i | -5 | i | 26
O=C(Nc1cccnc1)c1cc(-c2ccc(Cl)c(Cl)c2)on1 | i | 1.7 | i | i | i | i | i | i | 55* | i | -8
CCOC(=O)C1(CC2CC2)CCN(Cc2ccc3cccc(F)c3n2)CC1 | i | 0.5 | i | i | i | i | i | i | -7 | -8* | -4
Cc1ccc(S(=O)(=O)N2CCC(C(=O)OCC(=O)N(C)C3CCCCC3)CC2)cc1C | i | -0.4 | i | i | i | i | i | i | 6 | i | -18
COc1ccc(OC)c(NC(=O)CSc2nc3ccccc3c(=O)n2CC2CCCO2)c1 (stereo not drawn) | i | -0.5 | i | i | i | i | i | i | -1 | i | -2

Compounds were not picked by outcome; 6.1% or so of the library scored in one or more.
